Screens from PubChem BioAssay.
Pf gametocyte = P. falciparum stage V gametocyte viability inhibition. P. falciparum stage V gametocytes, ATP luminescence, 24 h. inhibition, % at 10.9 µM. 150,000 tested, 0.065% active. AID 743093;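 active means inhibition above the mean plus 3 SD of compounds within the control limits, set per campaign, cut at about 38% in these data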;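 further: 0% = DMSO wells and 100% = medium only without gametocytes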
Rab7 wt GTP bind = alters GTP binding to wildtype dog Rab7; GST-Rab7 beads, fluorescent GTP binding, flow cytometry; actives lie on both sides; untreated = 100%, excess cold GTP = 0%; 190,000 tested, 0.055% active; GTP binding activity (percent of control), % at 10 µM;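 active means fluorescent GTP binding to Rab7 beads changed by at least 20 points from the 100% baseline, either direction, mostly lower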;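 further: median green fluorescence of bound Bodipy-FL-GTP per Rab7 bead population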
GSH bead fluor = compound fluoresces at 488/530 nm on GSH beads; AID 1776; fluorescence (KMESF) at 10 µM; 190,000 tested, 0.25% active; GSH beads flow cytometry, compound fluorescence 488/530 nm; stronger effect = higher value; in the data active means fluorescence above about 89;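 further: glutathione beads carrying GST-tagged Bcl family fusion proteins plus one bare bead set; values are compound well signal with DMSO vehicle wells as background; inactives centre near 16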
HRas wt GTP = changes GTP binding to wildtype human HRas; GTP binding activity, % at 10 µM; GST-Ras wt beads, Bodipy-FL-GTP binding, flow cytometry; actives lie on both sides; P01112; 190,000 tested, 0.14% active;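 active means GTP binding activity at least 20% away from the 100% baseline, either lowered as inhibitor or raised as activator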;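 further: 0% = unlabeled GTP competition control and 100% = no-compound control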
Target sequence (P01112 whole entry, looked up): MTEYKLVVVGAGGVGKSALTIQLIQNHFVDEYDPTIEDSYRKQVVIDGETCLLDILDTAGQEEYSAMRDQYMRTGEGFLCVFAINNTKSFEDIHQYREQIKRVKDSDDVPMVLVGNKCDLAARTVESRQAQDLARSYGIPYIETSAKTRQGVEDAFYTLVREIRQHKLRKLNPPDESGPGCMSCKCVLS
Rab2A wt mod = changes GTP binding to wildtype dog Rab2A, up or down. GTP binding activity, % at 10 µM. P61105. GST-Rab2 wt beads, Bodipy-GTP binding, flow cytometry. 190,000 tested, 0.19% active;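 active means GTP binding activity at least 20 points away from 100%, either lowered or raised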;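 further: 0% = beads with excess unlabeled GTP and 100% = no-compound control corrected for plate trend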
Rac1 wt GTP bind = alters GTP binding to wildtype human Rac1. AID 757. GST-Rac1 beads, fluorescent GTP binding, flow cytometry; actives lie on both sides; 0 = cold GTP competed, 100 = untreated. 190,000 tested, 0.27% active. GTP binding activity (% of control), % at 10 µM. P63000;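 active means GTP binding activity at least 20 points away from the 100% control level, either lower or higher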
Mcl1-Noxa inh = disrupts binding of human Mcl-1 to Noxa peptide. Q07820. TR-FRET Mcl-1/Noxa peptide binding, 2 h. inhibition, % at 21.7 µM. 220,000 tested, 1.5% active. AID 1022;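 active means compounds that cut the protein-peptide binding signal by more than 50% relative to plate controls in a single-dose test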;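 further: His-tagged Mcl-1 with rhodamine Noxa BH3 peptide and terbium anti-His antibody; 0% = Mcl-1 plus Noxa peptide wells and 100% = peptide-only wells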
Target sequence (Q07820 whole entry, looked up): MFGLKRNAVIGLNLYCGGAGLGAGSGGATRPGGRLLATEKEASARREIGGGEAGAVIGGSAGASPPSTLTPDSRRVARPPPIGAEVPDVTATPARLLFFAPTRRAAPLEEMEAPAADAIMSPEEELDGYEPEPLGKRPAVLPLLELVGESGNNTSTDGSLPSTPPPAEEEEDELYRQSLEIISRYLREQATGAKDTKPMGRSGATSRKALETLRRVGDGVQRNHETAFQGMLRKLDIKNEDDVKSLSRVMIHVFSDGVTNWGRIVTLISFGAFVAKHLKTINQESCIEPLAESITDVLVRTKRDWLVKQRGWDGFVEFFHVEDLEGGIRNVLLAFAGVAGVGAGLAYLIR
Avidin bead fluor = compound fluoresces at 488/530 nm on avidin beads. compound fluorescence 488/530 nm, flow cytometry; stronger effect = higher value. fluorescence (KMESF) at 10 µM. 220,000 tested, 0.38% active. AID 1775; in the data active means fluorescence above about 47; further: inactives centre near 10
Cdc42 wt GTP = modulators (inhibitors or activators) of GTP binding to human Cdc42 wildtype; P60953; GST-Cdc42 beads, Bodipy-GTP binding, flow cytometry; actives lie on both sides; percent activity (GTP binding), % at 10 µM; 190,000 tested, 0.2% active;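 active means percent activity GTP binding at least 20 points away from the 100% baseline, either down as inhibitor or up as activator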;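 further: median bead fluorescence of bound Bodipy-FL-GTP at 100 nM; 0% = excess unlabeled GTP control and 100% = no compound control; below 100% means less GTP binding so inhibitor and above means activator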
Target sequence (P60953 whole entry, looked up): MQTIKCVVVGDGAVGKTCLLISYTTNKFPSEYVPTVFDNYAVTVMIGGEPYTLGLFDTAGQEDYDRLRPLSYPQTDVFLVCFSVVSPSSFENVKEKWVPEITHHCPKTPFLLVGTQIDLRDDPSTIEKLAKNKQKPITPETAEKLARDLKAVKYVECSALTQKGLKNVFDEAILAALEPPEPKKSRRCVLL
Mcl1 Bid PPI = Mcl-1/Bid interaction inhibition; Q07820; TR-FRET Mcl-1/Bid-Dy647 peptide binding, 1536-well; inhibition, % at 21.7 µM; 220,000 tested, 0.97% active;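 active means compounds that cut the binding signal by more than half at the single screening dose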;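 further: His-tagged Mcl-1 with europium anti-His antibody binding Bid BH3 peptide; 0% = Mcl-1 plus peptide wells and 100% = peptide-only wells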
Rac1 mut GTP = human Rac1 activated mutant GTP binding change | GST-Rac1 activated beads, fluorescent GTP binding, flow cytometry; actives lie on both sides; 100% means binding = to untreated wells | P63000 | 190,000 tested, 0.11% active | percent activity (GTP binding), % at 10 µM;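 active means GTP binding at least 20 percentage points away from the 100% baseline, in either direction, so actives lie on both sides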
* hit, by the source's call; · = no result given; & = joins results of further samples.

SMILES	HRas wt GTP	Rac1 wt GTP bind	Mcl1-Noxa inh	Rac1 mut GTP	GSH bead fluor	Mcl1 Bid PPI	Pf gametocyte	Rab2A wt mod	Avidin bead fluor	Cdc42 wt GTP	Rab7 wt GTP bind
O=C(NCc1ccco1)c1ccc(NC(=O)C2COc3ccccc3O2)cc1 (stereo not given)	101	107	2	99	16	-41	0	101	26	102	102
COc1cc(CC(=O)OCC(=O)Nc2ncc(Cl)cc2Cl)cc(OC)c1OC	98	99	3	98	23	-53	-5	97	3	97	94
CC(=O)/C(=N\Nc1ccccc1Cl)Sc1nnc(-c2ccccc2)n1-c1ccccc1	96	98	2	96	9	18	-20	98	5	94	97
COc1ccc(NC(=O)C2CCCCN2S(=O)(=O)c2ccc(F)cc2)c(OC)c1 (stereo not given)	94	96	0	97	26	-19	-14	96	7	96	98
CC(OC(=O)Cc1n[nH]c(=O)c2ccccc12)C(=O)Nc1cccc([N+](=O)[O-])c1 (stereo not given)	96	95	13	95	15	-18	13	97	11	94	100
CSCCC(NS(=O)(=O)c1cccs1)C(=O)NCc1ccc(C)cc1 (stereo not given)	95	97	-2	100	26	-4	10	94	4	96	94
COc1ccc(CC(=O)Nc2ccc(/C(C)=N/NC(=O)c3cccc([N+](=O)[O-])c3)cc2)cc1	98	99	6	99	33	6	8	99	7	100	101
CN(C(=O)CSc1nnc(Nc2ccccc2)s1)C1CCS(=O)(=O)C1 (stereo not given)	96	98	6	95	14	-7	-10	95	12	96	104
CC1CCCN(Cc2nc3c(c(=O)n(C)c(=O)n3C)n2CCc2ccccc2)C1 (stereo not given)	99	100	-20	98	27	-14	·	99	17	99	102
COC(=O)c1ccccc1NC(=O)CNc1cc(OC)c(OC)cc1C	100	106	5	103	9	-53	-8	98	22	105	97
O=c1cc(N2CCN(Cc3ccccc3)CC2)c(-c2ccccc2)n[nH]1	98	98	0	94	13	-13	·	96	41	100	97
CCOc1ccccc1NC(=O)NCc1ccccc1	100	102	-9	98	12	-32	-10	99	7	97	103
COc1ccc(N=C2SCC(=O)N2Cc2ccccc2)cc1	98	100	-6	96	14	-5	·	98	7	95	93
O=C(Cc1ccccc1)NNS(=O)(=O)c1ccc([N+](=O)[O-])cc1	95	100	2	99	7	-12	·	96	3	99	93
COc1ccc(NC(=S)NCCCc2ccccc2)cc1	102	104	6	100	10	-74	-53	99	5	100	99
CCCCn1c(=O)n(CC(O)c2ccccc2)c(=O)c2c1ncn2C1CCCC1 (stereo not given)	102	110	6	102	4	-18	22	101	9	107	103
CCCCc1ccc(NC(=O)C2CCN(S(C)(=O)=O)CC2)cc1	100	98	15	97	27	-2	-1	99	34	101	101
COc1ccc(C)cc1N(CC(=O)NC1CCCC1)C(=O)CCC(=O)Nc1cc(C)on1	99	100	11	94	38	-3	-5	96	6	94	100
O=c1c2ccccc2nc(-c2ccc(Cl)cc2Cl)n1CCCn1ccnc1	105	103	-5	102	23	-15	15	104	14	105	102
Cc1ccc(N2CCN(S(=O)(=O)N3CCCCC3)CC2)cc1C	96	97	12	96	12	-20	29	97	21	98	96
O=C(NCCc1ccc(O)cc1)c1ccc(Cl)cc1	99	100	-2	98	9	-15	·	98	12	99	97
Cc1ccc(N(C(=O)c2sc(C)nc2C)C(C(=O)NC(C)(C)C)c2ccncc2)cc1 (stereo not given)	100	102	6	98	10	1	-29	102	9	98	105
O=C(CCOc1ccccc1)NCC(c1ccco1)N1CCCCC1 (stereo not given)	101	106	6	98	24	-21	-4	97	11	102	102
COc1ccc(OC)c(NS(=O)(=O)c2ccc(Cl)s2)c1	96	100	24	98	13	-18	·	96	21	98	101
NC(=O)NC(=O)CC1S/C(=N/N=C2\CSC(=O)N2)NC1=O (stereo not given)	100	102	-41	97	22	-98	13	100	10	100	102
C=CCNC(=O)C(=O)NN=C1CCN(C)CC1	99	102	-19	98	10	-39	-33	99	13	100	100
O=C(NCc1cccnc1)C1c2ccccc2C(=O)N1Cc1ccccc1 (stereo not given)	101	104	4	100	22	-21	·	100	7	104	99
COc1ccc(CCNC(=O)CSc2nc(O)c(CCC(C)C)c(=O)[nH]2)cc1OC	90	89	12	86	21	-44	·	92	4	84	89
O=C(Nc1nc(-c2cccs2)cs1)c1ccc(S(=O)(=O)N2CCCCC2)cc1	93	95	12	96	25	-23	·	94	3	94	95
C/C(=N/NC(=O)COc1cc(C)ccc1C(C)C)C(=O)O	92	94	4	94	8	8	-16	96	17	94	93
Cc1c(C(=O)NCC2CCCO2)sc2nc(-c3ccc(F)cc3)cn12 (stereo not given)	98	103	3	99	14	-11	·	97	24	101	95
CCOC(=O)c1c(C)[nH]c(C)c1C(=O)COc1ncnc2ccccc12	96	96	14	94	10	-12	-9	96	16	93	103
O=C(N/N=C/c1cccc(OC(=O)N2CCOCC2)c1)c1cccs1	100	102	1	100	11	5	6	98	15	102	102
CCCc1nn(-c2ccccc2)c2c1C(c1cccs1)C(C#N)=C(N)O2 (stereo not given)	98	95	19	94	9	-36	-8	96	17	94	98
S=C(NCC1CCCO1)Nc1ccc(Nc2ccccc2)cc1 (stereo not given)	97	103	4	96	12	-62	8	98	11	99	102
CCOc1ccccc1CN1CCN(Cc2[nH]c3ccccc3c2C)CC1CCO (stereo not given)	98	99	2	100	22	-70	-4	98	11	98	98
O=C(COc1ccc(Cl)cc1)N1CCCCC1	99	98	2	95	10	3	18	96	37	98	96
O=C(Nc1ncn[nH]1)c1ccccc1Br	104	103	-2	101	12	-24	-13	102	6	106	104
CC(C)(C)C(=O)Nc1cccc(-c2nc3ccccc3[nH]2)c1	101	102	2	98	53	-6	·	102	6	100	102
COc1cc(NC(=O)CSc2nc(C)cs2)cc(OC)c1	99	96	11	99	23	-22	0	97	17	100	96
Cc1ccc(Cl)cc1NC(=S)N(CCN(C)C)Cc1cccs1	97	99	0	97	11	-19	-6	98	12	100	93
COc1ccc(Cc2c(O)nc(SCC(=O)NC34CC5CC(CC(C5)C3)C4)[nH]c2=O)cc1	95	91	6&1	88	15	-34&-12	-11&-13	90	2&10	95	94
O=C1CC(c2ccc(Cl)cc2)n2nc(NS(=O)(=O)c3ccc(F)cc3)nc2N1 (stereo not given)	102	101	-4	98	15	-8	·	101	11	100	101
CN1C(=O)C(O)(CC(=O)/C=C\c2ccc3c(c2)OCO3)c2ccccc21 (stereo not given)	100	99	3	97	21	-27	9	101	10	99	106
C(=N\N1CCN(c2ccccn2)CC1)/c1ccco1	103	100	12	99	24	-49	-13	103	11	96	104
Cc1cc(C)nc(N/N=C/c2ccco2)n1	103	106	10	101	17	-20	·	101	4	104	101
O=C(CCS(=O)(=O)c1cccc2nonc12)N1CCN(c2ccc(F)cc2)CC1	100	100	-11	98	16	-57	·	99	10	101	94
CC[n+]1c(C)n(C)c2cc(S(=O)(=O)N(C)C)ccc21	97	98	20	95	55	9	·	95	9	95	105
N/C(=N\OC(=O)CSc1ccccc1)c1ccc([N+](=O)[O-])cc1	97	99	-8	99	5	-4	6	95	11	99	96
O=C(NCCc1ccncc1)C(F)(F)F	95	95	8	95	37	-4	11	93	7	93	97
O=C(CCCOc1ccccc1)Nc1ccncc1	100	104	12	101	32	9	·	100	13	101	99
Cc1ccc(NC(=O)CN(C)CC(=O)Nc2ccc(N3CCOCC3)cc2)c(C)c1	101	106	16	98	9	-2	·	101	3	103	102
COCCn1cc(C(=S)N2CCOCC2)c2ccccc21	102	102	-3	98	33	-42	6	98	14	100	101
COc1ccc(N(C(=O)COc2cccc(C)c2)S(=O)(=O)c2ccc(C)cc2)cc1	99	101	8	99	8	-21	-8	98	14	98	97
CCOC(=O)N1CCC(NC(=O)Cn2cccc2C(=O)c2ccccc2C)CC1	99	100	17	98	15	-9	·	100	11	99	99
CCn1c2ccccc2c2cc(/C=N/n3cn[nH]c3=S)ccc21	101	100	-1	99	13	-96	9	101	8	100	96
